# Screening results from PubChem.
# TAG inh = reduces triacylglycerol accumulation in H9c2 cells; Nile Red lipid (TAG) fluorescence; cells loaded with 200 µM oleic acid; inhibition, % at 12.5 µM; 230,000 tested, 0.66% active; AID 651582;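 active = pattern-corrected inhibition of lipid staining of at least 50% with the nuclear-stain viability signal not falling by more than 50%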;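 also: 0% = DMSO wells and 100% = triacsin C control wells; some results filed as inactive read as strong as hits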
# TAG inh DAPI viability = recorded beside TAG inh, whose call it bears; DAPI nuclei signal change (viability), lower = more cytotoxic, %;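 whole-well DAPI fluorescence read on a plate reader as a viability signal; minus 50 percent equals half of cells still viable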
# The depositor's hits bear a star. Only part of the results is shown; rates above refer to the full screens.
entry	molecule	TAG inh	TAG inh DAPI viability
1	CNC(=O)c1sc(-c2ccc(Cl)cc2)nc1C	-2	22
2	O=C(Nc1cccc(S(=O)(=O)N2CCCCCC2)c1)C1CCN(C(=O)c2ccc(Cl)cc2)CC1	21	-2
3	CC(=O)N(CC(C)C(=O)O)c1c(I)cc(I)c(N)c1I (stereo not given)	19	8
4	CCOc1ccc(N(CC(=O)Nc2ccc(C)c(C)c2)S(=O)(=O)c2c(C)[nH]c(=O)[nH]c2=O)cc1	15	-6
5	O=C(COC(=O)CCNS(=O)(=O)c1ccccc1)Nc1ccc(OC(F)F)cc1	-13	1
6	COC(=O)c1ccc(CNC(=O)COC(=O)c2cccs2)cc1	-15	1
7	CCC(=O)N1CCN(c2ccc(NC(=O)COc3ccccc3[N+](=O)[O-])cc2)CC1	-20	-3
8	COc1ccc(Br)cc1-c1noc(-c2ccccc2F)n1	3	2
9	COc1ccc(-c2ccc3nnc(SCC(=O)NCC4CCCO4)n3n2)cc1 (stereo not given)	-14	8
10	Cc1ccc(NS(=O)(=O)c2cccc([N+](=O)[O-])c2)nc1	-8	-2
11	COc1ccc(CN(CC(=O)NCC2CCCO2)C(=O)CCC(=O)Nc2cc(C)on2)cc1 (stereo not given)	5	-6
12	O=C(NCCCn1ccnc1)c1nn2c(C(F)(F)F)cc(-c3ccccc3)nc2c1Cl	4	5
13	O=C(Nc1cccc2cccnc12)c1cc(F)c(F)cc1Cl	-3	8
14	O=C(CSc1nnc(CNC(=O)c2c(F)cccc2Cl)o1)Nc1ccccc1	4	-6
15	Cc1nn(-c2cccc([N+](=O)[O-])c2)c(N)c1-c1ccccc1	-8	20
16	N#Cc1cc([N+](=O)[O-])ccc1N1CCCC1	-17	7
17	O=C(CCN1C(=O)c2ccccc2S1(=O)=O)NCc1ccccc1Cl	-1	-7
18	CNC(=O)c1ccsc1NC(=O)CS(=O)(=O)c1ccc(F)cc1	2	-3
19	CC1CCCN(Cc2nc3c(c(=O)n(C)c(=O)n3C)n2CCCc2ccccc2)C1 (stereo not given)	2	2
20	Cc1c(C#N)c(O)n(CCO)c(=O)c1N=Nc1ccc2c(c1)COC2=O	85*	-35*
21	COC(=O)CC(NC(=O)c1cccs1)c1ccc(OC)c(OC)c1 (stereo not given)	1	-3
22	COc1ccc(NC(=O)c2cccnc2)cc1	9	-1
23	CCOC(=O)/C(C#N)=C/c1cn(CCC(=O)O)nc1-c1ccc(Br)cc1	-13	12
24	O=C(CN(C(=O)CNS(=O)(=O)c1ccccc1)C1CCCC1)NCC1CCCO1 (stereo not given)	-3	-3
25	COCc1ccc(C(=O)N2CCCC(CNC(=O)c3ccc(F)cc3)C2)o1 (stereo not given)	-15	1
26	CCOc1ccc(C(=O)NCC(=O)OCC(=O)Nc2ccccc2OCC)cc1	12	-9
27	N#Cc1c(-c2ccccc2)ccnc1N1CCOCC1	-3	3
28	OC(c1ccccc1)c1ccncc1 (stereo not given)	-22	9
29	c1csc(CNc2nc3ccccc3n2CCN2CCOCC2)c1	6	5
30	O=C(CSc1ccc(F)cc1)NC1CCCCC1	3	2
31	CCOc1ccc(S(=O)(=O)N2CCCC(C(=O)N3CCOCC3)C2)cc1 (stereo not given)	-11	6
32	O=C(N/N=C/c1cccc2cccnc12)[C@H]1C[C@@H]1c1ccccc1	5	-6
33	Cc1ccc(C(=O)c2c[nH]cc2-c2ccccc2)cc1	-49	-5
34	CON(C)S(=O)(=O)c1cccc(C(=O)Nc2cccc(S(=O)(=O)NC3=NCCCCC3)c2)c1	-18	11
35	CC(C(=O)Nc1cc([N+](=O)[O-])ccc1Cl)N1CCN(c2ccccc2O)CC1 (stereo not given)	-2	9
36	Cc1cc(C)c(OCC(=O)Nc2ccc3c(c2)OCO3)cc1C	0	-6
37	Cc1ccc(OCCNC(=O)CNC(=O)c2ccc3c(c2)OCO3)cc1	-29	-6
38	O=c1c(Cl)c(N2CCOCC2)cnn1-c1nc2ccccc2[nH]1	-26	14
39	Cc1noc(C)c1S(=O)(=O)N1CCCC(C(=O)NCc2ccccn2)C1 (stereo not given)	-9	6
40	O=C(CCc1ccccc1)NNC(=O)c1cc(Cl)ccc1O	12	2
41	O=C(CCS(=O)(=O)c1cc(Br)cc2c1N(C(=O)C1CC1)CC2)N1CCN(c2ccccn2)CC1	-41	-8
42	Nn1cc(-c2ccccc2)nc1SCC(=O)NCCN1C(=O)CSC1=O	3	0
43	CCOc1ccc(CCNC(=O)CN2C(=O)c3cccnc3Oc3ccc(C)cc32)cc1OCC	46	1
44	COc1cccc(Nc2c(F)c(OC)c(F)c(F)c2C(=O)O)c1	-9	7
45	CCCOc1ccc(C2C(C(=O)c3ccc(C)o3)=C(O)C(=O)N2Cc2ccco2)cc1 (stereo not given)	18	-7
46	NC(=O)CSc1ncnc2c1cnn2Cc1ccccc1	-19	0
47	CCCC(=O)Nc1ccc2c(c1)nc1n2CCN(C2CCCCC2)C1	13	9
48	N#Cc1c(Cl)nc(N/N=C/c2ccccc2)c(Cl)c1Cl	7	2
49	O=C(O)CCc1nnc(SCC(=O)Nc2ccc(Cl)c(C(F)(F)F)c2)[nH]c1=O	4	-5
50	CCCCC1CCC(C(=O)N(CCOC)c2c(N)n(CCCC)c(=O)[nH]c2=O)CC1 (stereo not given)	1	5
51	CCOc1ncccc1C(=O)N1CCN(Cc2ccc3c(c2)OCO3)CC1	-4	6
52	COCCN(C(=O)COC(=O)/C=C/c1ccc(C)o1)c1c(N)n(Cc2ccccc2)c(=O)[nH]c1=O	4	1
53	CCC(C)NC(=O)CCn1c(-c2ccc(F)cc2)cc(C(C)=O)c1C (stereo not given)	13	-1
54	CC(C)NC(=O)N(C)C[C@H]1Oc2ccc(NC(=O)C3CCCCC3)cc2C(=O)N([C@H](C)CO)C[C@@H]1C	-5	3
55	CCOc1cc(N)c(Cl)cc1C(=O)NCC1CN(Cc2ccc(F)cc2)CCO1 (stereo not given)	-1	8
56	CCC(C)NC(=O)CSc1ccc(S(=O)(=O)N(C)C2CCCCC2)cn1 (stereo not given)	-4	-6
57	COc1ccc(C(=O)Nc2cccc(-c3ccc(N4CCOCC4)nn3)c2)cc1OC	-1	-10
58	O=C(OC(C(=O)NC1CCCCC1)c1ccccc1)c1ccco1 (stereo not given)	-4	-12
59	CCc1nc2ccc(C(=O)Nc3ccc(OC)c(OC)c3)cn2c1N(C)Cc1cccs1	9	5
60	Cc1nc(SCC(=O)N2CCC(C(N)=O)CC2)n[nH]1	-4	-3

# Remaining list, next part
entry	molecule	TAG inh	TAG inh DAPI viability
61	O=[N+]([O-])c1ccc(C2=Nc3cc(Cl)ccc3OC2)cc1	-16	7
62	COc1ccc(S(=O)(=O)N2CCOCC2)cc1NC(=O)CNC(=O)c1cccs1	16	-17
63	CCOc1ccccc1NC1c2ccccc2C(=O)N1c1ccc(C)cn1 (stereo not given)	-4	0
64	Cn1ncc(Cl)c1C(=O)NCc1ccc2c(c1)OCO2	-15	2
65	O=C(C=Cc1cccc(Cl)c1)c1ccccc1	2	6
66	CN(Cc1ccccc1)C(=O)c1cccc(NC(=O)Cc2cccc(NC(=O)C3CCN(C(=O)C4CC4)CC3)c2)c1	33	-8
67	CCOc1ccc(N2C(=O)CC(N3CCc4ccccc43)C2=O)cc1 (stereo not given)	0	-3
68	CCCCN(CC)CCNC(=O)c1cc2c(=O)[nH]c3ccccc3c2n1C	10	21
69	COc1cccc(CC(=O)OC(C)C(=O)Nc2ccc(N3CCOCC3)cc2)c1 (stereo not given)	-4	5
70	CCCC(=O)c1cc2cc(Cl)ccc2oc1=O	-2	-11
71	COc1ccc(CNC(=O)CSc2nc3nc(C)cc(C)n3n2)cc1	15	0
72	CCn1c(=O)n(CC)c2cc(NC(=O)C(C)c3ccccc3)c(Br)cc21 (stereo not given)	-1	4
73	O=C(CCS(=O)(=O)c1cccc2nsnc12)NC1CCCCC1	5	-2
74	Cc1ccc(NC(=O)CNC(=O)C23CC4CC(CC(C4)C2)C3)nc1	5	-17
75	NS(=O)(=O)c1ccc(CNC(=S)Nc2cc(S(=O)(=O)N3CCOCC3)ccc2Cl)cc1	-11	8

# As entered above:
# Entry of CCn1c(=O)n(CC)c2cc(NC(=O)C(C)c3ccccc3)c(Br)cc21 (stereo not given) in TAG inh: -1
# Entry of O=C(C=Cc1cccc(Cl)c1)c1ccccc1 in TAG inh: 2
# Entry of COc1cccc(CC(=O)OC(C)C(=O)Nc2ccc(N3CCOCC3)cc2)c1 (stereo not given) in TAG inh: -4
# Entry of CCOc1ccccc1NC1c2ccccc2C(=O)N1c1ccc(C)cn1 (stereo not given) in TAG inh: -4
# Entry of O=C(CCS(=O)(=O)c1cccc2nsnc12)NC1CCCCC1 in TAG inh DAPI viability: -2
# Entry of CCOc1ccc(N2C(=O)CC(N3CCc4ccccc43)C2=O)cc1 (stereo not given) in TAG inh: 0
# Entry of CCCC(=O)c1cc2cc(Cl)ccc2oc1=O in TAG inh: -2

# Later entries
entry	molecule	TAG inh	TAG inh DAPI viability
76	CCOC(=O)NC(=O)COC(=O)CNC(=O)c1cccc(OC)c1	-7	-4
77	CCN(c1ccccc1)S(=O)(=O)c1ccc(OC)c(NC(=O)C2CCC2)c1	-6	-2
78	CCOC(=O)c1[nH]c(C)c(C(=O)NC2CCCC2)c1C	-9	5
79	CCCC(=O)Nc1ccc(S(=O)(=O)Nc2cc(C)nc(C)n2)cc1	4	12
80	CSCCC(=O)N1CCCC(CNC(=O)c2ccccc2Cl)C1 (stereo not given)	1	-3
81	CC(=C\c1ccco1)/C=C1/SC(=S)N(CC(=O)O)C1=O	0	3
82	CS(=O)(=O)NC1c2cccc3cccc(c23)C1Sc1nncn1/N=C/c1ccco1 (stereo not given)	4	-1
83	Cc1ccc(NC(=O)CS(=O)CC(=O)NC2CCN(Cc3ccccc3)CC2)c(C)c1 (stereo not given)	6	9
84	Cc1cc(C)c2c(c1)NC(C(=O)O)C1CC=CC21 (stereo not given)	5	9
85	Cc1cccc(CSc2nnc(-c3cnccn3)n2C)c1	7	-8
86	CC(=O)OC1CC2(C)C(C(C)=O)CCC2C2CCC3=CC(=O)CCC3(C)C12 (stereo not given)	-1	-4
87	O=C(COC(=O)c1ccc2ncsc2c1)Nc1cccc(Cl)c1	11	4
88	CSCCC(NS(=O)(=O)c1ccccc1F)C(=O)NCC(C)(C)N1CCOCC1 (stereo not given)	-11	7
89	O=C(NCc1ccco1)c1ccc2c(c1)N(Cc1ccc(Cl)cc1)CCS2	-2	10
90	N=c1oc2c3c4c(cc2cc1C(=O)Nc1ccccc1)CCCN4CCC3	-121	10

# Complete entries, quoted from the list.
# `CCOC(=O)c1[nH]c(C)c(C(=O)NC2CCCC2)c1C` is listed as TAG inh = -9; TAG inh DAPI viability = 5
# `O=C(COC(=O)c1ccc2ncsc2c1)Nc1cccc(Cl)c1` is listed as TAG inh = 11; TAG inh DAPI viability = 4
# `N=c1oc2c3c4c(cc2cc1C(=O)Nc1ccccc1)CCCN4CCC3` is listed as TAG inh = -121; TAG inh DAPI viability = 10

# The results go on.
entry	molecule	TAG inh	TAG inh DAPI viability
91	CC1(C)Cc2c(c(-c3ccccc3Cl)[nH]c(=O)c2C#N)CO1	11	-1
92	CCNc1nc(NCC)n2c(SCC(=O)Nc3cc(OC)ccc3OC)nnc2n1	12	-1
93	COc1ccc2oc(-c3ccccc3)c(C(N)=O)c2c1	-3	17
94	COc1ccc(N2CCN(C(=O)COC(=O)COc3cc(C)cc(C)c3)CC2)cc1	-21	-3
95	CC(C)N(C(=O)Cn1cc(S(=O)(=O)CC(=O)NCc2ccccc2)c2ccccc21)C(C)C	-8	-8
96	CCCOC(=O)c1ccc(NC(=O)c2ccoc2C)cc1	-1	-7
97	CCNc1nc(N)nc(-c2cc(Cl)ccc2OC)n1	-2	-4
98	O=C(CSc1n[nH]c(-c2cccs2)n1)NCc1cccs1	-8	14
99	O=C(COC(=O)/C=C/c1ccccc1[N+](=O)[O-])NCc1ccco1	-2	-1
100	COc1cc(OC)cc(C(=O)NC(C(=O)Nc2ccc3nc(C)sc3c2)C(C)C)c1 (stereo not given)	-19	-9
101	COc1ccc(NS(=O)(=O)c2cc(N=Nc3c(O)[nH]c(=O)[nH]c3=O)ccc2OC)cc1Br	33	-48
102	O=C(c1ccc2c(Cl)c3c(nc2c1)CCCC3)N1CCN(c2ccc(F)cc2)CC1	21	-21
103	CN1CCN(c2ccc([N+](=O)[O-])cc2C(=O)N2CCCCC2)CC1	2	11
104	CCC(C)(C)n1nnnc1C(c1cccnc1)N1CCC(Cc2ccccc2)CC1 (stereo not given)	-15	-1
105	COc1ccc(Br)cc1-c1noc(-c2ccccc2)n1	-63	-3
106	CCN(CC)C(=O)c1ccc(C)c(Br)c1	4	-2
107	O=C(Nc1ccc2oc(=O)ccc2c1)c1ccc(-c2ccccc2[N+](=O)[O-])o1	5	-10
108	CC1CN(S(=O)(=O)c2cccc(C(=O)OC(C)C(=O)NC3CCCCC3C)c2)CC(C)O1 (stereo not given)	13	-4
109	c1ccc(-c2nc(NCC3CC3)nc3ccsc23)cc1	-2	11
110	O=C(COC(=O)CCC(=O)c1cccs1)Nc1ccc(S(=O)(=O)N2CCOCC2)cc1	-10	-5
111	COc1cccc2c(=O)c3c([nH]c12)OC(C)(C)C3	1	-6
112	CSCC[C@H](NC(=O)c1ccc(OCC2CCCO2)cc1)c1nc2ccccc2[nH]1 (stereo not given in full)	-2	-8
113	CC(C)C(c1nnnn1CCc1ccccc1)N1CCN(C(=O)c2ccco2)CC1 (stereo not given)	-8	-4
114	CN(Cc1ccccc1)C(=O)c1[nH]cnc1C(=O)N[C@@H](Cc1ccccc1)C(=O)OC(C)(C)C	-12	-1
115	CCCSC1=C(C#N)C(c2cccs2)CC(=O)N1 (stereo not given)	13	-12
116	O=C(COC(=O)Cc1ccsc1)Nc1ccc(Br)cc1F	8	-17
117	CC(C)[C@@H](N)C(=O)NC[C@H]1O[C@@H](n2cnc3c(N)ncnc32)[C@H](O)[C@@H]1O	-4	-10
118	O=c1c2ccccc2c(C=Nc2ccc(O)cc2)c(O)n1Cc1ccccc1	11	-3
